Screening results deposited in PubChem BioAssay by several laboratories.
Mtb BioA inh: M. tuberculosis BioA enzyme inhibitors, primary screen, biochemical, plate reader, single point, HTS; 7,8-diaminopelargonic acid synthase BioA (Mycobacterium tuberculosis); purified M. tuberculosis BioA enzyme; inhibition, % at 9.99 µM; actives 0.096% (n = 360,000); AID 602481, 2012; in the data active = inhibition above about 40%; inconclusive = no clear call, values can overlap the other calls
PrPC TRFRET: inhibitors of human cell surface prion protein PrPC, primary screen, cell-based, TR-FRET. Major prion protein (Homo sapiens), P04156. TR-FRET read-out. inhibition, % at 13.8 µM. actives 0.43% (n = 370,000). AID 720596, 2013; in the data active = inhibition above about 24%; note: 0% = median of the test wells and 100% = reference compound wells
BoNT F protease: BoNT/F light chain protease inhibitors, primary screen, biochemical, flow cytometry, MLPCN library. actives 0.22% (n = 360,000). Multiplex microsphere protease cleavage assay. AID 588497, 2011. inhibition, % at 10 µM. Botulinum neurotoxin type F light chain protease (Clostridium botulinum); in the data active = inhibition above about 35%, passing the limit was not always enough; inconclusive = no clear call, values can overlap the other calls; note: plate controls were buffer without enzyme for full effect and enzyme alone for no effect
UGM FP inh: M. tuberculosis UGM enzyme inhibitors, primary screen, biochemical, fluorescence polarization, single point | inhibition, % at 10 µM | purified UGM, fluorescence polarization probe displacement | actives 0.06% (n = 320,000); in the data active = inhibition above about 10%, passing the limit was not always enough; inconclusive = no clear call, values can overlap the other calls
Target sequence (P9WIQ1 whole entry, looked up): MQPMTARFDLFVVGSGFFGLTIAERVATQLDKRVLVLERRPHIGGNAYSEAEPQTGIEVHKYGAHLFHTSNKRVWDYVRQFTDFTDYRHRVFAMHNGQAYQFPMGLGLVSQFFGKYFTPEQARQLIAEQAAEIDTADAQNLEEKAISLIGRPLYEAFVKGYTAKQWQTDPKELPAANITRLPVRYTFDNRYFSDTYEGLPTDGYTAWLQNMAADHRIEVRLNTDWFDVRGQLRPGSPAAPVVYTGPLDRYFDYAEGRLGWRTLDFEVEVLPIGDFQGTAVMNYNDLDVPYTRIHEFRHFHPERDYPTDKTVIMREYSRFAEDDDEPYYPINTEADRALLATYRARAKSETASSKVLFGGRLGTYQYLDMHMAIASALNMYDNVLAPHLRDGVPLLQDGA
GDH-TPI inh: GDH-TPI coupling enzyme inhibitors, primary screen, artefact control for M. tuberculosis FBA inhibitor project, biochemical, absorbance, full deck. actives 1.2% (n = 360,000). inhibition, % at 4.8 µM. GDH-TPI coupled enzyme counterscreen, NADH absorbance;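 note: 0% = DMSO wells and 100% = wells lacking the enzyme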
FBA Mtb inh: Mtb FBA enzyme inhibitors, primary screen, biochemical, fluorescence, strain H37Rv | purified M. tuberculosis FBA, fluorescence read-out | actives 2.3% (n = 360,000) | inhibition, % at 1 µM | Fructose-bisphosphate aldolase (Mycobacterium tuberculosis (strain ATCC 25618 / H37Rv)), …; in the data active = inhibition above about 27%;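 note: 0% = vehicle and 100% = reference inhibitor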
Target sequence (P9WQA3 whole entry, looked up): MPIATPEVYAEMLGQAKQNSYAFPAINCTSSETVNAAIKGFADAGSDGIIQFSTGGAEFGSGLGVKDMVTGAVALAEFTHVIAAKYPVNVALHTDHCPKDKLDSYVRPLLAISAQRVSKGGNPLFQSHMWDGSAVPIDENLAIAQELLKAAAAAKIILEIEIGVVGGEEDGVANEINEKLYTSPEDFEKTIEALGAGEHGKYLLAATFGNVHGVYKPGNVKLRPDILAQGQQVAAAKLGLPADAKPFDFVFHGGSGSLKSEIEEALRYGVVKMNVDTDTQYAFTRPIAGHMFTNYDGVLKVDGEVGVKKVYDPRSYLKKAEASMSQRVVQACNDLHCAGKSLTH
BoNT-A LC inh2: BoNT/A light chain protease inhibitors, primary screen, biochemical, flow cytometry, MLPCN library. multiplex microsphere protease substrate cleavage. Botulinum neurotoxin type A light chain protease (Clostridium botulinum A str. ATCC 3502). inhibition, % at 10 µM. actives 0.17% (n = 360,000); in the data active = inhibition above about 30%; inconclusive = no clear call, values can overlap the other calls; note: plate controls were buffer without enzyme for full effect and enzyme alone for no effect
CCHF vOTU inh: CCHFV vOTU protease inhibitors, primary screen, biochemical, Pep-AMC substrate, fluorescence; Crimean-Congo hemorrhagic fever virus L polyprotein viral ovarian tumor (vOTU) protease …; inhibition, % at 11.5 µM; AID 651958, 2012; actives 0.55% (n = 370,000); note: 0% = vehicle wells with enzyme and 100% = no enzyme wells
FadD28 FP inh: inhibitors of FadD28 bisubstrate probe binding, primary screen, biochemical, fluorescence polarization, single point | inhibition, % at 12.5 µM | Mycobacterium tuberculosis FadD28 fatty-acid-AMP ligase | actives 0.22% (n = 360,000) | AID 588549, 2011; in the data active = inhibition above about 8.5%, passing the limit was not always enough; inconclusive = no clear call, values can overlap the other calls
* marks the source's active call; other numbers are inactive results; u = inconclusive; x = not tested or not shown; + = active, no number. Cut-off read from the data, not from the text of the source, unless noted: active = inhibition above about 30%; inactive = the rest.

SMILES | Mtb BioA inh | PrPC TRFRET | BoNT F protease | UGM FP inh | GDH-TPI inh | FBA Mtb inh | BoNT-A LC inh2 | CCHF vOTU inh | FadD28 FP inh
O=C(Nc1ccccc1N1CCOCC1)C1=NN(c2c(F)c(F)cc(F)c2F)C(=O)CC1 | -2.2 | -4 | -9 | -0.2 | 5 | -2 | -0.6 | -6 | -2.5
Cc1ccc(Cn2ccc(NC(=O)c3cc4nc(-c5ccco5)cc(C(F)(F)F)n4n3)n2)cc1 | 1.1 | 3 | -3 | 2.9 | -3 | 1 | 0.1 | 4 | -2.9
COc1ccc(NC(=O)CCCn2c(=O)[nH]c3ccccc3c2=O)cc1 | 0.2 | 7 | 25 | -2.7 | -1 | 3 | 3.3 | -11 | 0.1
COc1ccc(S(=O)(=O)N2CCSCC2)cc1 | -0.8 | 5 | -40 | 1.2 | 0 | 2 | -1.9 | 20 | 1.5
Cc1[nH]nc2c1C(c1ccc(N(C)C)cc1)C1=C(CC(C)(C)CC1=O)N2 (configuration not stated) | -2.7 | -5 | 0 | 2.7 | 0 | -1 | -0.1 | 0 | -1.0
c1ccc2c(c1)OCC(CNc1ncnc3sccc13)O2 (configuration not stated) | 3.1 | 12 | -3 | 2.9 | 9 | 1 | 0.5 | 2 | -1.5
Cc1c(C(=O)O)nnn1-c1nonc1N | -1.2 | 5 | -4 | 0.7 | -4 | 4 | 0.3 | -8 | -0.3
COc1ccc(-n2c(-c3ccc(OC)c(OC)c3)n[nH]c2=S)cc1 | 15 | 6 | -19 | 1.4 | -4 | 7 | -0.7 | 6 | -3.5
CN(CC(=O)Nc1ccccc1Br)C(=O)c1cc(Cl)nc2ccccc12 | -0.2 | -6 | -11 | 0.0 | 2 | -1 | -3.0 | 0 | 0.0
Cc1ccc(CS(=O)(=O)c2cn(CC(=O)Nc3ccon3)c3ccccc23)cc1 | x | 3 | x | -0.2 | -1 | -2 | x | 0 | -6.3
Cc1ccc(S(=O)(=O)Cc2ccc(C(=O)N3CCCCC3C)cc2)cc1 (configuration not stated) | -2.3 | 3 | 0 | -6.8 | 2 | 1 | 0.8 | -4 | -0.1
CC(C)(C)c1cc(C(=O)CCN2CCOCC2)cc(C(C)(C)C)c1O | -2.5 | -6 | 5 | 3.6 | 7 | -1 | -3.3 | 9 | -2.4
Cc1ccccc1Nc1nc(N)nc(CSc2nnc3ccccn23)n1 | 1.4 | 1 | -7 | -0.9 | 5 | 0 | 0.0 | -3 | -1.4
COc1ccccc1CNC(=O)c1ccc(S(=O)(=O)N(C)c2ccccc2)cc1 | -1.2 | 1 | -2 | x | -1 | -2 | 0.8 | -4 | -4.5
COc1ccc2[nH]c(C)c(CCNC(=S)Nc3ccc(C)cc3)c2c1 | 1.1 | 14 | -1 | -2.7 | -3 | 4 | -0.5 | 13 | 1.1
Cc1ccccc1-c1nc(CN2CCC(C(=O)N3CCC(C(N)=O)CC3)CC2)c(C)o1 | -0.4 | -1 | 0 | 3.3 | 8 | 1 | -0.2 | 0 | 1.0
Cc1c([N+](=O)[O-])cc(C(=O)Oc2ccc(Br)cc2C(=S)N2CCCCC2)cc1[N+](=O)[O-] | 0.8 | -15 | 1 | -0.7 | 4 | -3 | u | 9 | -2.7
O=C(O)C1=C[C@@H](c2ccc(C(F)(F)F)cc2)C[C@@H](OCCCCO)O1 | -0.4 | 1 | -7 | 1.8 | -3 | -2 | 0.2 | 1 | -6.7
Cc1nn(Cc2ccc(Cl)c(Cl)c2)c(C)c1NC(=O)c1cn(-c2ccccc2)nc1-c1ccccc1 | -2.9 | 3 | -12 | 0.7 | -5 | 10 | -0.5 | 1 | 0.3
CC(C)Oc1ccc(CN2CCC2(C)C(=O)Nc2cnc3ccccc3c2)cc1 (configuration not stated) | 1.3 | 1 | -4 | x | 9 | -3 | -0.1 | 15 | -1.8
O=C(Nc1cccc([N+](=O)[O-])c1)C1CC(=O)N(Cc2ccccc2)C1 (configuration not stated) | x | -22 | -2 | 3.7 | -1 | 4 | -0.4 | -8 | -0.4
C/C=C\C=C\C(=O)N1CC2(CC(c3cccc(NC(=O)CC)c3)=NO2)C[C@H]1C(N)=O (some centres not stated) | -0.9 | 2 | 9 | -1.5 | 3 | 4 | -0.5 | 3 | -0.9
CC(=O)Nc1cccc(OCC(=O)/C=C2\N(C)c3ccccc3C2(C)C)c1 | -1.7 | 30* | -12 | 2.0 | 17 | 5 | 4.6 | -4 | 0.9
CCC(=O)c1ccc(N2CCN(C(=O)c3cccc(F)c3)CC2)c(F)c1 | x | 3 | -8 | -1.5 | 16 | 0 | -2.3 | -2 | -2.0
Cc1cccc(C)c1-n1nnnc1C(C1CC1)N1CCC(n2c(=O)[nH]c3ccccc32)CC1 (configuration not stated) | 0.6 | 0 | 12 | x | x | -1 | -0.1 | 1 | -2.3
O=C(Cn1cc(F)c(=O)[nH]c1=O)NCCO | -0.9 | -1 | -8 | -1.0 | 0 | -2 | -0.3 | 11 | -0.2
Cc1ccsc1CNC(=O)c1c(-c2ccccc2)noc1C | 0.6 | 7 | x | -0.9 | 10 | 0 | x | 2 | -1.9
CCOc1cccc(NC(=O)C2CC(=O)N(c3ccc(F)cc3)C2)c1 (configuration not stated) | x | 1 | 0 | -1.4 | 3 | -4 | -0.5 | -5 | -3.0
Cc1cc[n+](CC(=O)Nc2cc(C(F)(F)F)ccc2Cl)cc1 | -0.1 | -3 | -10 | 1.1 | 2 | 0 | 0.0 | -13 | -1.9
CCCC1(c2ccccc2)NC(=O)N(CC(=O)NCc2ccc(C)cc2)C1=O (configuration not stated) | -0.6 | 9 | -2 | -1.7 | 4 | 2 | -2.8 | -6 | 0.1
Cc1cc(Cl)ccc1OC(C)C(=O)NC(C)C1CCCO1 (configuration not stated) | -2.3 | -4 | -3 | -0.5 | 5 | 7 | -0.6 | 9 | 1.9
CC(=O)c1cccc(OC(=O)C2=CC=CN3CCS(=O)(=O)N=C23)c1 | -1.7 | -2 | -3 | 4.6 | 12 | 44* | 0.1 | -24 | -1.0
COc1ccc(CN2CCc3ccc(NC(=O)c4ccncc4)cc3C2)c(F)c1 | -0.3 | 2 | -3 | 1.0 | 4 | 0 | 0.2 | 4 | -4.0
CCc1nc2ccc(C(=O)NCCOc3ccc(OC)cc3)cn2c1N(C)Cc1cccs1 | -1.1 | 5 | -17 | x | 13 | 0 | -0.7 | 6 | -2.9
COc1ccc(NC(c2ccccc2)P(=O)(Oc2ccccc2)Oc2ccccc2)cc1 (configuration not stated) | x | 7 | 0 | -0.7 | -3 | 1 | -0.1 | 11 | -4.1
CCn1c(SCC(=O)N/N=C/c2ccc(C)o2)nnc1-c1ccccc1 | -3.9 | -2 | 0 | 1.8 | 30 | 1 | u | -10 | 0.3
CCCN1CNC(=S)N(Cc2ccccc2)C1 | -0.9 | -6 | 3 | -1.5 | -1 | 0 | 1.1 | -4 | 1.2
Cc1nn(-c2ccc(F)cc2)c(Cl)c1C(=O)NCC1CCCO1 (configuration not stated) | 5.4 | -6 | -10 | -1.1 | 4 | 5 | -0.5 | 0 | -2.3
NNC(=O)C(=O)NCCCN1CCOCC1 | x | 7 | -1 | 0.3 | 2 | 1 | -0.5 | 10 | -2.3
CN1CCN(c2cn[nH]c(=O)c2Cl)CC1 | -0.1 | -12 | 1 | 1.9 | 3 | -1 | 0.7 | 7 | 1.1
Cc1c(C(=O)Nc2c(C)n(C)n(-c3ccccc3)c2=O)oc2c(Cl)cccc12 | 1.1 | -1 | -8 | 0.0 | -1 | 2 | -1.6 | -3 | -0.8
S=c1[nH]nc(C2CCCCC2)o1 | -0.5 | -1 | -4 | 3.6 | -1 | 1 | -0.7 | 8 | 0.4
CC(=O)c1ccc(NC2=C(N3CCOCC3)C(=O)c3ccccc3C2=O)cc1 | 9.1 | -6 | -6 | 4.0 | 1 | -1 | -0.2 | 93* | 0.7
COc1ccc(-n2ccc(=O)c3c2CCCC3=O)cc1 | 3.0 | 9 | 11 | 0.8 | 0 | 0 | 0.3 | 1 | -0.1
COc1ccccc1N1CCN(C(=O)c2cc(=O)c3cc(C)cc(C)c3o2)CC1 | x | 8 | 0 | 1.7 | -5 | 0 | -1.5 | -13 | -2.2
CCC(CC)C(=O)OCC(=O)Nc1cccc(S(=O)(=O)N(C)c2ccccc2)c1 | x | 13 | -4 | 1.1 | -2 | 0 | -0.4 | 11 | -2.5
COc1cc(SC)ccc1C(=O)NC1CCCc2ccccc21 (configuration not stated) | -5.4 | 6 | -1 | 0.6 | 1 | 1 | 0.7 | 11 | 0.3
Cc1ccc(/C=C/C(=O)Nc2cc(S(=O)(=O)N3CCOCC3)ccc2N2CCOCC2)cc1 | 0.5 | 5 | -2 | 1.5 | 10 | 2 | 1.5 | -2 | x
CC(NC(=O)c1cc2c(s1)CCCC2)C(C)(C)C (configuration not stated) | x | 16 | 24 | 3.0 | -4 | 0 | 20 | 12 | 0.3
COc1cccc(-c2nc(CS(=O)(=O)CC(=O)NCCc3cc(OC)ccc3OC)c(C)o2)c1 | -0.5 | -13 | 1 | -1.9 | 3 | 2 | 1.2 | 6 | -1.5

Further compounds
SMILES | Mtb BioA inh | PrPC TRFRET | BoNT F protease | UGM FP inh | GDH-TPI inh | FBA Mtb inh | BoNT-A LC inh2 | CCHF vOTU inh | FadD28 FP inh
CCOCCCNC(=O)COc1ccc(OC)cc1 | -1.2 | -2 | 2 | 2.4 | -7 | -1 | 0.7 | 9 | -1.6
Nc1ccc2nc(-c3ccccc3)sc2c1 | -5.0 | 8 | -14 | -4.6 | 26 | + | -0.5 | -289 | -0.2
COc1cc2[nH]c(C(=O)N(C)Cc3ccccc3)cc2c(OC)c1OC | x | 17 | u | 0.8 | 7 | 5 | -9.6 | -4 | -3.1
COc1ccc(-c2cc(-c3ccco3)[nH]c(=O)c2C#N)cc1 | -9.4 | -12 | 1 | 0.2 | 22 | 123* | -0.1 | -30 | 2.2
CN1C(=O)SC(Nc2ccccc2)C1=O (configuration not stated) | 0.1 | 12 | 0 | -0.1 | 11 | 0 | 0.4 | 6 | 0.3
O=C(Nc1cccc2cccnc12)c1ccc(Cl)cc1 | -0.8 | -1 | 25 | 0.5 | 7 | 0 | -3.8 | 3 | -2.7
O=C(CN(Cc1ccc2c(c1)OCO2)C(=O)CNS(=O)(=O)c1ccccc1)NCc1ccco1 | -0.3 | -3 | -7 | -2.4 | 11 | -2 | -0.9 | 5 | -2.1
